mIAP act – activators of mouse IAP, primary screen, biochemical, luminescence, uHTS. intestinal alkaline phosphatase [Mus musculus]. muIAP, CDP-Star luminescence, 30 min; stronger effect = higher value; 1 = vehicle-only enzyme signal, 0 = enzyme-free wells. activation factor at 10 µM. 330,000 compounds, 0.24% hits. AID 2805, 2010;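 active = activation factor of at least 2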; note: the source names both 10 and 20 µM as test concentration; values of inactives mirror those of a sister screen read the other way
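Assay system: mouse IAP enzyme / Compound: DMSO-dissolved test compounds / Timing: 30 min, room temperature / Measured by: luminescence from enzymatic CDP-Star hydrolysis / Control set: DMSO-only wells, enzyme-free buffer wells as negative control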
mIAP inh – inhibitors of mouse IAP, primary screen, biochemical, luminescence, uHTS; intestinal alkaline phosphatase [Mus musculus]; purified mouse IAP, CDP-Star luminescence, 30 min; inhibition, % at 10 µM; 330,000 compounds, 0.2% hits;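 active = inhibition of at least 40% at 10 µM in the primary screen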;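 note: plate controls were DMSO with enzyme for no effect and no enzyme wells for full effect; values of inactives mirror those of a sister screen read the other way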
A3A deaminase – APOBEC3A ssDNA deaminase inhibitors, primary screen, selectivity assay for APOBEC3G inhibitor project, biochemical, FAM/TAMRA oligo cleavage fluorescence. 330,000 compounds, 0.41% hits. recombinant A3A, FAM/TAMRA ssDNA deamination fluorescence. inhibition, % at 20 µM;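 active = at least 40% inhibition at 20 µM here, with at most 30% in a related deaminase screen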;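 note: plate controls were A3A with DMSO for no effect and wells lacking A3A enzyme for full effect; some results filed as inactive read as strong as hits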
APOBEC3G inh – APOBEC3G DNA deaminase inhibitors, primary screen, biochemical, fluorescence, single-stranded DNA substrate, uHTS | recombinant A3G, ssDNA deamination FAM/TAMRA fluorescence | inhibition, % at 20 µM | 330,000 compounds, 0.28% hits;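 active = inhibition of at least 40% at 20 µM, with no more than 30% in the related APOBEC3A deaminase screen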;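 note: plate controls were DMSO wells with A3G for no effect and wells lacking A3G enzyme for full effect; some compounds called inactive have numbers as strong as hits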
Target sequence (Q9HC16 whole entry, looked up): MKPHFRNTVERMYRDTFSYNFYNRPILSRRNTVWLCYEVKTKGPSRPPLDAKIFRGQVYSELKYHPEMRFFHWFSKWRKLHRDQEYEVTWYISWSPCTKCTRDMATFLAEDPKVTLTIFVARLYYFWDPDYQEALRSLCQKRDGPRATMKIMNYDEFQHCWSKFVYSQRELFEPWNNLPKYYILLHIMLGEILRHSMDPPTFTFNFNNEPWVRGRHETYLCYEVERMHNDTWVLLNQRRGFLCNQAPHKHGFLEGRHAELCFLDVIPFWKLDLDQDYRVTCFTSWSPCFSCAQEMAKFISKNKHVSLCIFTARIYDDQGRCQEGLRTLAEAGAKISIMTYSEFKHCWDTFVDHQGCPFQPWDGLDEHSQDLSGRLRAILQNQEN
hIAP activ – human IAP activators, primary screen, biochemical, luminescence, uHTS | Intestinal-type alkaline phosphatase (Homo sapiens), P09923 | purified human IAP, CDP-Star luminescence, 30 min; stronger effect = higher value; 1 = vehicle-only enzyme, 0 = enzyme-free background | activation factor at 10 µM | 330,000 compounds, 0.16% hits | AID 2524, 2010;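 active = activation factor of the enzyme at least 2-fold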; note: the source names both 10 and 20 µM as test concentration; values of inactives mirror those of a sister screen read the other way
Target sequence (P09923 whole entry, looked up): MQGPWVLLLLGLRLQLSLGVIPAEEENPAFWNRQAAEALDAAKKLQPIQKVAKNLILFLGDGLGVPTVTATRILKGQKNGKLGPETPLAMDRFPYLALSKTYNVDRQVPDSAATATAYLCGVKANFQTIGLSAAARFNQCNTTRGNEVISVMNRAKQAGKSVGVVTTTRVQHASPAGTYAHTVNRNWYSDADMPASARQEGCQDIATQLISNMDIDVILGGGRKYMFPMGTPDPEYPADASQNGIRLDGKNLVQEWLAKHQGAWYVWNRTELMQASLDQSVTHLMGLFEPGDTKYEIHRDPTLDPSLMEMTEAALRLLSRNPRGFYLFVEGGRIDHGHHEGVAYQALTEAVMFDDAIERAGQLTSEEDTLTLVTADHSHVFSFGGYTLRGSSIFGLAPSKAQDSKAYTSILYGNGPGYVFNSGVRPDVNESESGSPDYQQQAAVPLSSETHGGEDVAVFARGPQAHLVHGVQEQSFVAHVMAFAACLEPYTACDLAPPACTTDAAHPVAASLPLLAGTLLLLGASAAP
ATG4B inhibitor – ATG4B protease inhibitors, primary screen, biochemical, fluorescence, uHTS | Cysteine protease ATG4B (Homo sapiens), Q9Y4P1 | ATG4B cleavage of LC3-PLA2, NBD-HPC fluorescence, 1 h | inhibition, % at 8.33 µM | 340,000 compounds, 0.51% hits | AID 504462, 2011; in the data active = inhibition above about 40%
hIAP block – human IAP inhibitors, primary screen, biochemical, luminescence, uHTS. inhibition, % at 10 µM. purified IAP, CDP-Star luminescence, 30 min. Intestinal-type alkaline phosphatase (Homo sapiens), P09923. AID 2544, 2010. 330,000 compounds, 0.12% hits;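 active = inhibition reaching a set limit with compound at 10 µM in the primary screen, cut at about 35% in these data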;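 note: plate controls were DMSO wells with enzyme for no effect and no-enzyme buffer wells for full effect; values of inactives mirror those of a sister screen read the other way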
beta cell repl – inducers of MIN6 beta-cell proliferation, primary screen, ATP luminescence, uHTS | MIN6 cells proliferation, ATPlite luminescence, 48 h; cells starved in 0.2% serum; 100% = growth in 10% serum | 330,000 compounds, 0.29% hits | proliferation, % at 10 µM;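 active = compounds whose signal lies at least 3.5 SD above the mean of all wells on their plate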;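 note: 0% = DMSO-treated cells in low-serum medium and 100% = 10% serum control; some compounds called inactive have numbers as strong as hits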
MPTP block – mitochondrial permeability transition pore inhibitors, primary screen, biochemical, isolated mouse mitochondria, absorbance; inhibition, % at 10 µM; Ca2+ swelling absorbance, 30 min; 360,000 compounds, 1.4% hits;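 active = inhibition of 50% or more, scaled per plate between neutral and stimulator controls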;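 note: 0% = DMSO wells given calcium and 100% = 1 mM EGTA wells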
The depositor's hits bear a star.

SMILES	mIAP act	mIAP inh	A3A deaminase	APOBEC3G inh	hIAP activ	ATG4B inhibitor	hIAP block	beta cell repl	MPTP block
CC(=O)c1ccc(NC(=O)N2CCc3ccccc3C2)cc1	1.17	-16.8	-6.2	-1.5	1.08	2.0	-8.2	-3.0	-0.6
COc1cc2ccccc2cc1C(=O)OCC(=O)c1c(N)n(C)c(=O)n(C)c1=O	0.946	5.4	4.3	-5.9	1.1	-24.3	-10.1	-2.6	-0.6
Cc1[nH]c(C)c(S(=O)(=O)N2CCN(c3ccccc3F)CC2)c1C(=O)N1CCCCC1	1.01	-0.9	-5.4	-7.3	1.1	8.9	-9.7	2.8	0.3
O=c1cc(CN2CCN(S(=O)(=O)c3ccc4c(c3)OCCO4)CC2)c2ccc(O)cc2o1	0.91	9.0	5.7	-3.4	0.916	-3.5	8.4	-0.1	5.9
Cc1ccccc1C(=O)NC(NCc1ccco1)C(Cl)(Cl)Cl (stereo not drawn)	0.958	4.2	1.1	-3.4	1.11	-5.2	-10.6	-1.4	-0.5
O=C(/C=C/c1ccc(Cl)cc1)NC(=S)Nc1ccc(N2CCOCC2)c(Cl)c1	0.856	14.4	-1.8	-2.9	0.978	-1.4	2.2	-6.2	10.1
NS(=O)(=O)c1ccc(CCNC(=O)C2CCN(S(=O)(=O)c3ccccc3)CC2)cc1	1.04	-4.0	0.7	-16.2	1.01	1.7	-1.4	-1.9	0.3
CC(C)c1ccc(N(CC(=O)NN=C2CCN(C)CC2)S(=O)(=O)c2ccccc2)cc1	0.959	4.1	64.6*	-4.0	1.08	-4.8	-8.4	-1.4	-2.0
O=C(NCCS(=O)(=O)N1CCN(c2ccccc2F)CC1)c1ccco1	1.01	-1.2	0.7	-4.1	0.995	-7.1	0.5	4.5	-2.5
Cc1ccc2c(c1)CCCN2C(=O)c1c(C)noc1C	0.89	11.0	-0.4	-5.0	0.776	7.8	22.4	-0.6	2.0
Cc1ccc(S(=O)(=O)c2nc(-c3cccs3)oc2NCCCN(C)C)cc1	1.03	-2.7	-4.9	-4.1	1.06	-5.7	-6.1	-0.1	-0.4
O=C(COC(=O)C1CCN(S(=O)(=O)c2cccc3cccnc23)CC1)c1ccc(F)cc1	1.05	-4.8	1.1	-1.0	1.23	4.4	-22.7	-1.8	0.2
COc1ccccc1C(OC(=O)c1cccs1)C(=O)NCC1CCCO1 (stereo not drawn)	1.03	-3.5	4.0	-0.5	0.999	-1.4	0.1	1.5	-0.9
Cc1ccc(S(=O)(=O)N2CCCCC2)cc1NC(=O)C1CCC1	1	-0.1	0.8	-4.3	0.888	-6.7	11.2	-4.6	1.1
Cc1ccoc1C(=O)NCCNC(=O)c1occc1C	1	0.0	1.0	-0.8	0.918	-0.4	8.2	-1.4	-1.2
Cc1ccc2nc(-c3ccc(SCC(=O)Nc4nnc(C)s4)nc3)[nH]c2c1	0.941	5.9	-3.3	-5.0	1.08	4.4	-8.0	0.0	0.9
COCCNC(=O)C(c1ccc(C)cc1)N(C(=O)CCC(=O)Nc1ccccn1)c1ccc(C)cc1 (stereo not drawn)	0.899	10.1	0.3	-8.1	0.879	-16.2	12.1	0.0	-0.7
N#Cc1c(/N=C/c2ccco2)oc(-c2ccccc2)c1-c1ccccc1	0.977	2.3	-3.4	-3.2	1.01	8.3	-0.6	-0.9	24.1
O=C(O)C1C2C=CC(C2)C1C(=O)Nc1ccc(C(=O)N2CCCCC2)cc1 (stereo not drawn)	0.97	3.0	-4.1	-5.8	0.983	3.3	1.7	1.3	-0.6
CC1(C)CC(Cc2nc(=S)[nH][nH]2)C(=O)O1 (stereo not drawn)	0.865	13.5	-4.2	29.4	1.1	10.6	-10.5	-0.8	-0.1
CN(C(=O)CC1C(=O)NCCN1Cc1ccc(F)cc1Cl)C1CCCCC1 (stereo not drawn)	0.912	8.8	2.0	-3.6	1.06	3.1	-5.7	-2.4	-0.2
O=C(N=C1N=C2C=CC=CN2Cc2ccccc21)c1ccc(S(=O)(=O)N2CCCC2)cc1	0.952	4.8	3.6	2.7	0.919	-3.8	8.1	0.7	3.5
CCOC(=O)c1cc(N)cc([N+](=O)[O-])c1	1.1	-9.7	-3.2	-6.8	0.912	-3.7	8.8	0.0	8.4
CC1CCCCN1C(=O)CN1CCC(c2nc3ccc(Cl)cc3[nH]2)CC1 (stereo not drawn)	1.16	-16.4	-1.6	-3.9	1.31	-4.9	-31.5	-4.8	-0.6
C[C@@H]1CN([C@@H](C)CO)C(=O)c2cccc(NC(=O)Nc3ccccc3)c2O[C@H]1CN(C)C(=O)Nc1cccc2ccccc12	1.19	-18.7	5.0	2.3	0.902	-17.5	9.8	-1.0	0.7

Ordered by the number under ATG4B inhibitor (highest first): 4 from the list above
Compound | mIAP act | mIAP inh | A3A deaminase | APOBEC3G inh | hIAP activ | ATG4B inhibitor | hIAP block | MPTP block
Cc1ccc2c(c1)CCCN2C(=O)c1c(C)noc1C | 0.89 | 11.0 | -0.4 | -5.0 | 0.776 | 7.8 | 22.4 | 2.0
CC(C)c1ccc(N(CC(=O)NN=C2CCN(C)CC2)S(=O)(=O)c2ccccc2)cc1 | 0.959 | 4.1 | 64.6* | -4.0 | 1.08 | -4.8 | -8.4 | -2.0
Cc1ccc(S(=O)(=O)N2CCCCC2)cc1NC(=O)C1CCC1 | 1 | -0.1 | 0.8 | -4.3 | 0.888 | -6.7 | 11.2 | 1.1
O=C(NCCS(=O)(=O)N1CCN(c2ccccc2F)CC1)c1ccco1 | 1.01 | -1.2 | 0.7 | -4.1 | 0.995 | -7.1 | 0.5 | -2.5

The list goes on.
SMILES	mIAP act	mIAP inh	A3A deaminase	APOBEC3G inh	hIAP activ	ATG4B inhibitor	hIAP block	beta cell repl	MPTP block
Cc1nc2sc(C(c3ccc(Cl)cc3)N3CC(C)OC(C)C3)c(O)n2n1 (stereo not drawn)	1.11	-11.2	-1.0	-1.7	1.14	1.0	-14.0	-1.4	-1.3
COc1ccc(/C=C(/C#N)S(=O)(=O)c2ccc(C)cc2)cc1	0.954	4.6	-0.8	-2.3	0.917	21.1	8.3	1.3	10.1
C=CCOc1c(CNc2ncn[nH]2)cccc1OCC	0.943	5.7	4.3	1.6	1.19	3.0	-19.1	0.5	2.3
COc1cc(CN(C)CCc2ccccc2)ccc1OCc1ccccc1	1.01	-1.3	-3.3	-2.7	1.47	18.9	-46.6	-5.2	1.8
Cc1ccc(NS(=O)(=O)c2cccc(C(=O)N/N=C/c3c(C)nn(-c4ccccc4)c3N3CCCC3)c2)c(C)c1	0.86	14.0	-2.2	-2.1	1.09	16.3	-8.9	-2.1	-0.9
O=C(/C=C/c1cccs1)Nc1nncs1	0.882	11.8	-0.1	-5.7	0.934	1.7	6.6	-2.7	2.9
O=C(c1cccs1)N1CCN(S(=O)(=O)Cc2ccccc2)CC1	0.854	14.6	-4.6	-3.7	0.85	13.3	15.0	-1.0	-0.6
COc1ccc(NC(=O)C(C)N(c2ccc(C)cc2)S(C)(=O)=O)cc1 (stereo not drawn)	0.965	3.5	4.0	-0.4	0.698	-4.5	30.2	-3.0	-0.2
CN(/N=C/c1ccc(O)cc1O)c1nc(-c2ccccc2)cc(-c2ccccc2)n1	0.897	10.3	2.0	2.7	0.9	16.6	10.0	0.0	8.0
O=C(Nc1cnn(Cc2ccc(Cl)c(Cl)c2)c1)c1nc2ncccn2n1	0.975	2.5	-7.4	-0.8	0.844	-8.6	15.6	0.3	-7.6
CCCCn1c(SCC(=O)N2CCCCC2)nc2cc(S(N)(=O)=O)ccc21	1	-0.1	-1.4	-1.9	1.19	-15.0	-18.9	-0.5	1.5
CN(C)c1ccc(/C=C/C(=O)c2ccc(C(C)(C)C)cc2)cc1[N+](=O)[O-]	0.821	17.9	0.6	-1.2	0.822	7.2	17.8	-6.3	5.4
CCCCn1c(=O)n(Cc2cccc(F)c2)c(=O)c2c1ncn2Cc1ccco1	0.983	1.7	-2.2	-6.9	1.3	-2.7	-30.0	-2.9	1.1
CC1=C(C#N)C(NC(=O)c2cccc(Cl)c2)(C(F)(F)F)C(=O)N1 (stereo not drawn)	0.815	18.4	-1.4	-5.6	1.04	8.2	-3.6	-0.7	-0.3
COc1ccc(CC2(CO)CCN(Cc3cccn3-c3ccccn3)CC2)cc1	1.04	-3.6	1.2	-7.2	0.868	4.0	13.2	-3.1	1.2
COc1cc2c(=O)n(CCC(=O)NCC3CCCO3)c(=O)n(CC(=O)Nc3ccc(F)cc3)c2cc1OC (stereo not drawn)	1.02	-1.9	0.0	-1.4	0.954	-3.8	4.6	0.1	0.3
C=C(C)COc1ccc(-c2[nH]ncc2Oc2ccccc2OC)c(O)c1	0.998	0.2	0.4	-1.0	1.07	11.8	-6.8	-3.7	12.4
Oc1ccccc1CNc1ccc2c(c1)OCCO2	0.966	3.4	-1.6	-3.2	0.998	6.2	0.2	-2.2	-0.6
CCOc1ccc(/C=C/C(=O)c2ccccc2)cc1OC	0.79	21.0	3.0	4.0	1.08	4.1	-8.0	0.0	3.1
COC(=O)c1cccc(NC(=O)CCc2c(C)noc2C)c1	1.12	-12.4	-6.6	-7.8	0.925	-1.6	7.4	-2.0	0.4
CC1=C(C(=O)OC2CCCCC2)C(c2ccco2)C2=C(CC(C)(C)CC2=O)N1 (stereo not drawn)	1.09	-8.8	-1.1	-2.1	1.03	-6.7	-2.7	-0.8	-1.1
CCOC(=O)c1ccc(NC(=S)N2CCN(CCO)CC2)cc1	0.961	3.9	-2.9	-4.3	0.972	-1.0	2.8	-2.0	1.4
O=C(CS(=O)(=O)Nc1ccc(F)cc1Cl)Nc1ccc(F)cc1Cl	1.14	-14.4	4.6	-0.6	1.07	-0.3	-6.9	-1.0	1.4
Cc1ccc(C)c(/C=N/NC(=S)NCCc2ccccc2)c1	1.07	-7.1	-3.2	-11.0	1.08	-1.8	-8.0	-5.7	3.5
Cc1cc(C)c(NC(=O)C2CCCN2C)c(C)c1 (stereo not drawn)	1.02	-2.4	2.1	-3.2	0.799	-7.1	20.1	-0.8	-0.2
COc1ccc(OC)c(S(=O)(=O)N2CCCC(C(=O)N3CCC(C(N)=O)CC3)C2)c1 (stereo not drawn)	0.986	1.4	-1.6	-6.5	1.15	2.4	-14.9	-4.4	0.2
Cc1ccc(OCc2nc(-c3ccccc3)no2)cc1	0.975	2.5	-1.2	-5.1	1.04	5.1	-4.5	5.5	1.6
CNC(=O)/C(C#N)=C/c1c(F)cccc1Cl	0.974	2.6	-2.2	-6.4	0.983	1.3	1.7	0.5	-0.4
CN(c1ccccc1)S(=O)(=O)c1cccc2ccccc12	0.873	12.7	-4.7	0.1	0.931	0.2	6.9	-2.2	-0.1
O=C(COC(=O)/C=C/c1ccccc1)NNC(=O)c1ccc([N+](=O)[O-])cc1	0.791	20.9	-1.1	-6.7	1.07	5.6	-6.9	0.7	-1.5

Screening results (PubChem BioAssay)
